Assay outcomes from PubChem.
T cruzi growth: T. cruzi proliferation inhibition. inhibition, % at 8.34 µM. T. cruzi beta-gal in NIH3T3, GalScreen luminescence, 90 h. hit rate 5.9% among 77,000;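 active = mean inhibition above about 93%, with at least 55% of replicates each passing it, limit read from the data, passing the limit was not always enough; inconclusive = only one of those two conditions holds; inactive = neither condition holds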
C diff HTS: inhibitors of Clostridium difficile growth. Clostridium difficile clinical isolate growth, OD600, 24 h; hits give low values. growth activity, negative = inhibition, % at 16 µg/mL (by protocol). hit rate 0.25% among 86,000. AID 1259249;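 active = mean growth activity at or below -80% and every replicate also at or below -80%; inconclusive = mean at or below -80% but some replicate above -80%; inactive = mean growth activity above -80%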;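 also: 0% = DMSO wells and -100% = levofloxacin 16 µg/mL wells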
GASC1 inh: inhibitors of human demethylase GASC-1 KDM4C; GST-KDM4C 2-372, H3K9me3 peptide, LANCE TR-FRET; inhibition, % at 12.5 µM; hit rate 0.15% among 96,000;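 active = mean replicate inhibition above about 25%, with at least 55% of replicates also reaching it, limit read from the data, passing the limit was not always enough; inconclusive = only one of those two conditions met; inactive = neither condition met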
Target sequence (Q9H3R0 2-372 limits assumed): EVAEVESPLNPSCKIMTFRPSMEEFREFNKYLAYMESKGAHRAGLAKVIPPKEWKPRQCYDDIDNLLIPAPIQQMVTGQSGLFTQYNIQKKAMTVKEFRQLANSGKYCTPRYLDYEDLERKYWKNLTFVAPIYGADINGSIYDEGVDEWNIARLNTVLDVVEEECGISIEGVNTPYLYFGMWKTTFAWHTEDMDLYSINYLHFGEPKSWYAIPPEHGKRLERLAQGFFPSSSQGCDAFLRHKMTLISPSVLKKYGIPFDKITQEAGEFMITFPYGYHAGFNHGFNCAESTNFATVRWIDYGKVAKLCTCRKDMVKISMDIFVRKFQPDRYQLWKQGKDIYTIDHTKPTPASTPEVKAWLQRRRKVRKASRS
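Material: N-terminal GST-fused human GASC-1 (KDM4C) fragment, residues 2-372. Input: 10 nM enzyme. Incubation: enzyme reaction 30 min, then detection 60 min, both room temperature. Doses: one test concentration per compound. Read-out basis: inhibition from TR-FRET ratio decrease. Detection: LANCE TR-FRET, excitation 340 nm, emissions 618 and 671 nm.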
Pf Dd2 inh: blocks growth of Plasmodium falciparum Dd2 parasites; AID 1159554; hit rate 2.3% among 94,000; P. falciparum Dd2 growth, SYBR Green, 72 h; hits give low values; activity change, % at 10 µM; in the data active = activity change below about -80%; inconclusive = no clear call, values can overlap the other calls
An asterisk follows results filed as active; ? = inconclusive; / = not tested or not shown; & = joins results of further samples.

| nr | smiles | T cruzi growth | C diff HTS | GASC1 inh | Pf Dd2 inh |
| --- | --- | --- | --- | --- | --- |
| 1 | C[C@@H]1CN([C@H](C)CO)C(=O)Cc2cc(NS(=O)(=O)c3ccc(F)cc3)ccc2O[C@@H]1CN(C)S(=O)(=O)c1ccccc1 | 60.6 | -0.4 | 0.0 | 18.0 |
| 2 | CC(C)c1cn(CC[C@@H]2CC[C@H](NC(=O)C3CCCC3)[C@@H](CO)O2)nn1 | / | 2.0 | -0.2 | 7.0 |
| 3 | C[C@@H]1CN([C@H](C)CO)S(=O)(=O)c2ccc(C#Cc3ccccn3)cc2O[C@@H]1CN(C)C(=O)C1CC1 | 53.3 | -4.3 | -2.2 | 9.1 |
| 4 | O=C(NC1CCCC1)N1CC(=O)N2[C@@H](CO)[C@H](c3ccc(-c4ccc(F)cc4)cc3)[C@@H]2C1 | / | -7.8 | 0.4 | -54.0 |
| 5 | C[C@H]1CN([C@@H](C)CO)C(=O)c2ccccc2-c2ccccc2CO[C@H]1CN(C)Cc1ccc2c(c1)OCCN2C | 15.1 | -0.8 | 5.9 | -50.7 |
| 6 | CCC(=O)Nc1ccc2c(c1)C(=O)N(C)C[C@@H](OC)[C@H](C)CN(Cc1cccc(F)c1)[C@H](C)CO2 | -0.8 | / | 0.9 | -39.9 |
| 7 | C/C=C/c1ccc2c(c1)O[C@@H](CN(C)C(=O)C1CCOCC1)[C@H](C)CN([C@@H](C)CO)S2(=O)=O | 35.5 | 6.1 | 2.6 | 21.8 |
| 8 | c1cc(-c2ccc(C3[C@H]4CNC[C@@H]3N4CC3CCOCC3)cc2)ccn1 (stereo partly specified) | / | -3.4 | 3.3 | 23.3 |
| 9 | CCCNC(=O)N1C[C@@H]2[C@H](c3ccccc31)[C@H](CO)N2C(=O)Nc1ccccc1 | -28.0 | -4.9 | -1.4 | 4.8 |
| 10 | Cc1ccc(S(=O)(=O)N(C)C[C@@H]2Oc3ncc(-c4ccccc4)cc3C(=O)N([C@H](C)CO)C[C@@H]2C)cc1 | 27.4&25.8 | -4.6&-1.1 | 12.2 | -29.6&-33.4 |
| 11 | COc1cccc(NC(=O)N2CC(=O)N3[C@H](CO)[C@@H](c4ccc(C5=CCCC5)cc4)[C@H]3C2)c1 | / | -6.9 | 0.8 | -14.3 |
| 12 | CCS(=O)(=O)N1CCCCN2[C@H](CO)[C@H](c3ccc(C#Cc4ccccc4OC)cc3)[C@@H]2C1 | 112.0* | -2.0 | -5.5 | -77.3 |
| 13 | O=C(C[C@H]1CC[C@H]2[C@@H](COC[C@@H](O)CN2C(=O)c2ccccc2F)O1)N1CCCCC1 | -5.8 | / | -0.4 | 20.0 |
| 14 | C[C@@H]1CN([C@@H](C)CO)C(=O)Cc2cc(NC(=O)CCN3CCOCC3)ccc2O[C@H]1CN(C)CC1CCCCC1 | -7.4 | 3.0 | 0.3 | -6.3 |
| 15 | COc1ccc2c3c([nH]c2c1)[C@@H](CO)N(C(=O)c1ccc(F)cc1)CC31CCN(C(=O)Nc2ccc(F)cc2)CC1 | / | 12.9 | 0.2 | -75.4 |
| 16 | COc1ccccc1C#Cc1ccc([C@@H]2[C@H](C#N)N(C(=O)C3CC3)[C@H]2CO)cc1 | 87.9 | 6.3 | -1.0 | -35.1 |
| 17 | COCC(=O)N1C[C@H](C)[C@H](OC)CN(C)C(=O)c2ccc(NC(=O)c3ccc(F)cc3)cc2OC[C@@H]1C | -20.9 | / | -0.4 | -11.0 |
| 18 | COc1ccccc1S(=O)(=O)N[C@@H]1CC[C@@H](CCn2cc(C3CC3)nn2)O[C@H]1CO | / | 3.1 | 1.1 | 9.2 |
| 19 | C[C@H](CO)N1C[C@H](C)[C@@H](CN(C)Cc2ccc(C(F)(F)F)cc2)Oc2ccc(NC(=O)Cc3cn(C)c4ccccc34)cc2CC1=O | 86.8 | 10.1 | -2.1 | -20.7 |
| 20 | CO[C@@H]1CN(C)C(=O)c2cc(NC(=O)Nc3cccc(Cl)c3)ccc2OC[C@H](C)NC[C@@H]1C | -29.3 | / | -0.3 | -42.9 |

Part of the list above in order of length of the SMILES, high to low:
| nr | smiles | T cruzi growth | C diff HTS | GASC1 inh | Pf Dd2 inh |
| --- | --- | --- | --- | --- | --- |
| 19 | C[C@H](CO)N1C[C@H](C)[C@@H](CN(C)Cc2ccc(C(F)(F)F)cc2)Oc2ccc(NC(=O)Cc3cn(C)c4ccccc34)cc2CC1=O | 86.8 | 10.1 | -2.1 | -20.7 |
| 15 | COc1ccc2c3c([nH]c2c1)[C@@H](CO)N(C(=O)c1ccc(F)cc1)CC31CCN(C(=O)Nc2ccc(F)cc2)CC1 | / | 12.9 | 0.2 | -75.4 |
| 17 | COCC(=O)N1C[C@H](C)[C@H](OC)CN(C)C(=O)c2ccc(NC(=O)c3ccc(F)cc3)cc2OC[C@@H]1C | -20.9 | / | -0.4 | -11.0 |
| 11 | COc1cccc(NC(=O)N2CC(=O)N3[C@H](CO)[C@@H](c4ccc(C5=CCCC5)cc4)[C@H]3C2)c1 | / | -6.9 | 0.8 | -14.3 |
| 20 | CO[C@@H]1CN(C)C(=O)c2cc(NC(=O)Nc3cccc(Cl)c3)ccc2OC[C@H](C)NC[C@@H]1C | -29.3 | / | -0.3 | -42.9 |
| 12 | CCS(=O)(=O)N1CCCCN2[C@H](CO)[C@H](c3ccc(C#Cc4ccccc4OC)cc3)[C@@H]2C1 | 112.0* | -2.0 | -5.5 | -77.3 |
| 18 | COc1ccccc1S(=O)(=O)N[C@@H]1CC[C@@H](CCn2cc(C3CC3)nn2)O[C@H]1CO | / | 3.1 | 1.1 | 9.2 |
| 16 | COc1ccccc1C#Cc1ccc([C@@H]2[C@H](C#N)N(C(=O)C3CC3)[C@H]2CO)cc1 | 87.9 | 6.3 | -1.0 | -35.1 |

Next section:
| nr | smiles | T cruzi growth | C diff HTS | GASC1 inh | Pf Dd2 inh |
| --- | --- | --- | --- | --- | --- |
| 21 | Cc1ccc(S(=O)(=O)Nc2ccc3c(c2)C(=O)N([C@@H](C)CO)C[C@@H](C)[C@@H](CN(C)S(=O)(=O)c2cn(C)cn2)OCCCC[C@@H](C)O3)cc1 | -17.8 | -2.3 | -1.4 | -59.9 |
| 22 | COc1ccccc1-c1cn(CC[C@@H]2CC[C@@H](NC(=O)C3CCCCC3)[C@@H](CO)O2)nn1 | -25.8 | -0.4 | 5.1 | -23.5 |
| 23 | C[C@@H]1CN([C@H](C)CO)C(=O)c2cc(NS(=O)(=O)c3cn(C)cn3)ccc2O[C@@H](C)CCCCO[C@H]1CN(C)S(=O)(=O)c1ccccc1 | -31.3 | -2.6 | -0.8 | -5.2 |
| 24 | O=C(C[C@@H]1C[C@H]2c3cc(NC(=O)C4CCC4)ccc3O[C@H]2[C@@H](CO)O1)NCc1cccnc1 | 26.4 | -0.6 | 0.7 | 10.3 |
| 25 | COc1ccc(CN(C)C[C@H]2OCCCC[C@@H](C)Oc3ccc(NC(=O)Nc4c(C)noc4C)cc3C(=O)N([C@@H](C)CO)C[C@@H]2C)cc1 | 33.8 | 10.3 | 0.8 | -20.0 |
| 26 | CN(C)C(=O)C[C@@H]1C[C@@H]2c3cc(NC(=O)Nc4ccccc4)ccc3O[C@@H]2[C@H](CO)O1 | 41.0 | -2.9 | 0.1 | -20.4 |
| 27 | CCCNC(=O)N1CCC2(CC1)CN(Cc1ccccc1)[C@@H](CO)c1[nH]c3cc(OC)ccc3c12 | / | -1.7 | 0.2 | -58.1 |
| 28 | C[C@@H]1CN([C@@H](C)CO)C(=O)c2cc(NS(=O)(=O)c3ccc(Cl)cc3)ccc2O[C@@H]1CN(C)Cc1ccncc1 | 10.6 | -3.2 | 1.7 | -10.0 |
| 29 | C[C@H](CO)N1C[C@H](C)[C@H](CN(C)S(=O)(=O)c2cccs2)OCCCC[C@H](C)Oc2ccc(NC(=O)Nc3ccc(F)cc3)cc2C1=O | 91.7 | -8.5 | -1.3 | -28.3 |
| 30 | COCCNC(=O)C[C@H]1CC[C@H]2[C@@H](COc3ccc(NS(=O)(=O)c4ccc(Cl)cc4)cc3C(=O)N2C)O1 | 13.1 | 0.0 | -1.6 | 3.7 |
| 31 | CC(C)CN(C[C@H]1N[C@H](CO)[C@@H]1c1ccccc1)C(=O)C1CCCCC1 | / | 20.3 | -1.6 | -9.0 |
| 32 | CC(C)NC(=O)N(C)C[C@H]1Oc2ccc(NC(=O)C3CCCCC3)cc2CC(=O)N([C@H](C)CO)C[C@@H]1C | 13.7 | -0.6 | 0.4 | 17.7 |
| 33 | CN1C[C@H]2[C@@H](c3ccccc31)[C@H](CO)N2C(=O)Nc1ccccc1 | 21.8 | -1.3 | -2.7 | 3.4 |
| 34 | Cc1ccc(S(=O)(=O)Nc2ccc3c(c2)C(=O)N([C@@H](C)CO)C[C@H](C)[C@@H](CN(C)Cc2ccc(Oc4ccccc4)cc2)O3)cc1 | 76.6 | / | -0.3 | -29.7 |
| 35 | Cc1ccc(S(=O)(=O)N(C)C[C@@H]2Oc3cc(-c4cccc(F)c4)ccc3S(=O)(=O)N([C@@H](C)CO)C[C@@H]2C)cc1 | 121.2* | 11.3 | -1.3 | -51.0 |
| 36 | C[C@@H]1CN([C@@H](C)CO)C(=O)Cc2cc(NS(=O)(=O)c3ccc(F)cc3)ccc2O[C@@H]1CN(C)S(=O)(=O)c1ccc(F)cc1 | 68.4 | 8.1 | -2.1 | -14.1 |
| 37 | COc1ccc(NC(=O)Nc2ccc3c(c2)CC(=O)N([C@@H](C)CO)C[C@@H](C)[C@H](CN(C)C)O3)cc1 | / | 0.4 | 0.2 | -2.5 |
| 38 | Cc1noc(C)c1NC(=O)N(C)C[C@H]1Oc2c(NC(=O)Nc3cccc4ccccc34)cccc2C(=O)N([C@@H](C)CO)C[C@@H]1C | -74.2 | 2.3 | 3.0 | -6.8 |
| 39 | C[C@H](CO)N1C[C@H](C)[C@@H](CN(C)C(=O)c2ccccc2)OCCCC[C@H](C)Oc2ccc(NS(=O)(=O)c3cn(C)cn3)cc2C1=O | -1.2 | / | -1.7 | -4.1 |
| 40 | Cc1cc(C(=O)Nc2cccc3c2O[C@@H](CN(C)C(=O)NC(C)C)[C@@H](C)CN([C@H](C)CO)C3=O)n(C)n1 | / | -2.7 | -0.4 | 0.5 |
| 41 | C[C@@H]1CN([C@@H](C)CO)C(=O)c2cccc(NC(=O)Nc3ccc(F)cc3)c2O[C@@H]1CN(C)Cc1ccc(Oc2ccccc2)cc1 | 110.6 | / | -2.4 | -36.4 |
| 42 | OC[C@H]1[C@@H](c2ccc(/C=C/c3ccccc3)cc2)[C@H]2CN(Cc3cccnc3)CCCCN21 | 23.4 | -0.4 | -0.3 | -61.1 |
| 43 | C[C@H]1CCCCO[C@@H](CN(C)C(=O)Nc2ccc(C(F)(F)F)cc2)[C@@H](C)CN([C@@H](C)CO)C(=O)c2cc(NS(=O)(=O)c3cccs3)ccc2O1 | 75.7 | 0.7 | 20.8 | -48.9 |
| 44 | O=C(O)C[C@H]1C[C@H]2c3cc(NC(=O)NC4CCCC4)ccc3O[C@H]2[C@@H](CO)O1 | -24.2 | / | -0.7 | 3.6 |
| 45 | Cc1ccc(S(=O)(=O)NC[C@@H]2CC[C@H]3[C@H](CN3Cc3cc(-c4ccccc4)on3)O2)cc1 | / | -1.0 | / | 0.9 |
| 46 | C[C@H](CO)N1C[C@H](C)[C@H](CN(C)S(C)(=O)=O)Oc2ccc(NC(=O)Nc3ccccc3)cc2CC1=O | / | -0.7 | 12.9 | 3.5 |
| 47 | COC(=O)C[C@H]1CC[C@H]2[C@@H](COc3ccc(NC(=O)Nc4ccccc4C)cc3C(=O)N2C)O1 | -47.0 | 9.5 | -1.2 | -3.7 |
| 48 | C[C@@H]1CN([C@@H](C)CO)C(=O)Cc2cc(NC(=O)Nc3ccc(C(F)(F)F)cc3)ccc2O[C@H]1CN(C)C(=O)Nc1cccc2ccccc12 | 32.5 | -3.5 | -0.9 | -77.6 |
| 49 | O=C(C[C@H]1CC[C@H](NC(=O)Nc2cc(F)ccc2F)[C@@H](CO)O1)NCc1ccc2c(c1)OCO2 | -13.9 | / | -1.2 | -23.9 |
| 50 | COCC(=O)Nc1ccc2c(c1)C(=O)N(C)[C@H]1CC[C@H](CC(=O)NCC3CC3)O[C@H]1CO2 | 4.9 | 1.6 | 3.5 | 5.7 |
| 51 | C[C@@H]1CN([C@H](C)CO)C(=O)c2cc(NS(=O)(=O)c3ccc(F)cc3)ccc2O[C@H]1CN(C)C(=O)Nc1ccc(C(F)(F)F)cc1 | 1.7 | 6.9 | -0.6 | -9.0 |
| 52 | C[C@@H]1CCCCO[C@H](CN(C)Cc2ccc(C(F)(F)F)cc2)[C@@H](C)CN([C@H](C)CO)C(=O)c2cc(NS(=O)(=O)c3ccccc3)ccc2O1 | ? | / | 1.9 | -1.0 |
| 53 | C[C@@H]1CCCCO[C@@H](CN(C)S(=O)(=O)c2ccccc2)[C@@H](C)CN([C@@H](C)CO)C(=O)c2cc(NC(=O)c3ccncc3)ccc2O1 | / | 0.3 | 0.2 | -37.4 |
| 54 | COc1ccc(OC(=O)N(C)C[C@H]2OCc3cn(nn3)CCCC(=O)N([C@H](C)CO)C[C@@H]2C)cc1 | 6.2&-27.0 | -1.5 | 0.7 | 20.0&19.6 |
